# Source: PubChem BioAssay (National Center for Advancing Translational Sciences (NCATS))
# RGS4 inhibitor: human RGS4 inhibition. P49798. Transcreener GDP fluorescence polarization, RGS4-accelerated GTP hydrolysis. Potency, µM (top dose mostly 114 µM), without a hit: at the highest dose activity change, negative = inhibition, usual class: inhibitors. 0.039% of 390,000 active. AID 504845; also: % is scaled to controls: 0 for no effect and ±100 for the full control effect; nearly all actives have a fitted effect of over 75% in size; some results filed as inactive show a strong effect at the top dose
#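 MLSMR compounds (23 nl, pin-transferred) preincubated 10 min at room temperature with a 500nM (2x) first reagent, then RGS4 at 900nM (2x) plus Transcreener GDP mix added; fluorescence polarization (620/688 nm) read before and after 90 min at 30 °C.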
# 12-LOX inh: ALOX12 (human) lipoxygenase inhibition. 1.1% of 580,000 active. AID 1671190. purified 12hLO, xylenol orange hydroperoxide absorbance. P18054. Potency, µM (doses to about 108 µM), inactives show at the highest dose activity change, negative = inhibition, most hits filed as inhibitors; also: % is scaled to controls: 0 for no effect and ±100 for the full control effect
#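 Hydroperoxide product was detected by ferrous iron/xylenol orange as the 573 to 405 nm absorbance ratio. Arachidonic acid at 40 uM (final) was turned over for 30 min at room temperature by 150 nM human 12hLO, pH 7.0 Hepes buffer, after 15 min compound preincubation.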
# HP1b chromo inh: blocks HP1-beta chromodomain binding to methylated histone tails; AlphaScreen HP1-beta / biotin-H3K9me3 peptide binding; Potency, µM (doses to about 114 µM), inactives show at the highest dose activity change, negative = inhibition, hits mostly inhibitors; 0.56% of 390,000 active; AID 540317; also: nearly all actives have a fitted effect of over 70% in size; inactives centre near 23
#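 HP1-beta protein (50 nM final) preincubated 30 min at room temperature with biotinylated H3(1-18)K9me3 peptide (50 nM) in PBS pH 7.4, 0.01% Tween-20, then compound added for 30 min. AlphaScreen streptavidin donor/nickel chelate acceptor beads (10 ug/mL final), 30 min dark, luminescence read.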
# GLS inhibitor: inhibitors of human glutaminase (GLS). GLS enzymatic activity, qHTS titration. 0.21% of 410,000 active. Potency, µM (top dose mostly 45.5 µM), without a hit: top-dose activity change, negative = inhibition, actives largely listed as inhibitors. O94925; also: % is scaled to controls: 0 for no effect and ±100 for the full control effect
#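 Two-point fluorescence kinetic (t0, 30 min RT) for hKGA; glutamate detected via glutamate oxidase–HRP–Amplex Red. Substrate: 1 mM L-glutamine solution; buffer 45 mM KH2PO4, pH 8.2.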
# PGK inhibitor: blocks T. brucei phosphoglycerate kinase | PGK/GAPDH coupled, Kinase-Glo luminescence, 60 min | Potency, µM (top dose mostly 57.5 µM), for inactives: at the top dose activity change, negative = inhibition, hits mostly inhibitors | 0.043% of 380,000 active | AID 602233; also: % is scaled to controls: 0 for no effect and ±100 for the full control effect; nearly all actives have a fitted effect of over 60% in size
#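 Recombinant glycosomal PGK reaction used 1,3-bisphosphoglycerate generated in-well by GAPDH (100nM final) in 100mM TEA pH 7.6, 5mM MgCl2, 0.01% Tween-20. After 60 minutes at room temperature, ATP was read by Kinase-Glo Plus luminescence end-point.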
# JMJD2A Tudor inh: blocks the human JMJD2A Tudor domain; O75164; AlphaScreen JMJD2A-Tudor / H3K4me3 peptide binding; Potency, µM (highest dose often 114 µM), for inactives: at the top dose activity change, negative = inhibition, actives largely listed as inhibitors; 4.4% of 390,000 active; AID 504339; also: % is scaled to controls: 0 for no effect and ±100 for the full control effect; nearly all actives have a fitted effect of over 50% in size
# TrxR1 inh: blocks rat thioredoxin reductase 1; O89049; AID 588453; Potency, µM (series often up to 114 µM), without a hit: at the top dose activity change, negative = inhibition, actives largely listed as inhibitors; recombinant rTrxR1, NADPH fluorescence consumption, selenite substrate; 1% of 390,000 active; also: % is scaled to controls: 0 for no effect and ±100 for the full control effect; nearly all actives have a fitted effect of over 65% in size
# Target sequence (O89049 whole entry, looked up): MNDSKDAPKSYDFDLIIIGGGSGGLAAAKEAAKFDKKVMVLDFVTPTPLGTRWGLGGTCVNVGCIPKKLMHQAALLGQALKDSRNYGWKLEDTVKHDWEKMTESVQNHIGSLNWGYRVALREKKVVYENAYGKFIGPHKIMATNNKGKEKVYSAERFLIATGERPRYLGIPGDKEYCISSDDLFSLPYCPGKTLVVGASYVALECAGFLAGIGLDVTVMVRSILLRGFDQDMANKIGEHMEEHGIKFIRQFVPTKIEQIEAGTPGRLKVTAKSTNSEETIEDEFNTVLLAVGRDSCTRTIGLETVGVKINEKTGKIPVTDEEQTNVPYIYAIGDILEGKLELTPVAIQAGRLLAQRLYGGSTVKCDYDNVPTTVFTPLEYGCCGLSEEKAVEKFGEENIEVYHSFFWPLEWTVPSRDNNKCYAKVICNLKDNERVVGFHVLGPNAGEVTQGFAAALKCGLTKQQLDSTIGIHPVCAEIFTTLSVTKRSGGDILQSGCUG
#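 Rat TrxR1 (90 nM in the dispensed reagent) was pre-reduced with 400 uM NADPH for 5 min at room temperature, then incubated with compound for 15 min. After 400 uM selenite was added, NADPH fluorescence (Ex 340/Em 450 nm) was followed for 8 min.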
# Pin1 inhibitor: human Pin1 inhibition; Q13526; 0.009% of 390,000 active; Pin1 FP peptide displacement, HiFluor488, 10 min; Potency, µM (titrated, usually from 115 µM), for inactives: top-dose activity, negative = inhibition, most hits filed as inhibitors; AID 504891; active = well fitted inhibition curve with a large enough effect in the polarisation, with a control signal flat, not every such curve was filed as active; inconclusive = small, poorly fitted or top-dose-only effect, or effect the other way, or a change in a side signal; inactive = no such curve, though single readings can be large or run the other way; the % refers to the polarisation; also: % is scaled to controls: 0 for no effect and ±100 for the full control effect
# ERG-DNA inh: inhibitors of human ERG Ets domain-DNA interaction | P11308 | fluorescence polarization, His-ERG Ets domain / labelled DNA | Potency, µM (series often up to 76.9 µM), for inactives: at the top dose FP activity, negative = inhibition, actives largely listed as inhibitors | 0.028% of 370,000 active | AID 624246; active = well fitted inhibition curve with a large enough effect in the polarisation, with a control signal flat; inconclusive = small, poorly fitted or top-dose-only effect, or effect the other way, or a change in a side signal; inactive = no such curve, though single readings can be large or run the other way; the % refers to the polarisation;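 also: polarization taken with two DNA probes labelled with fluorescein and Texas red; % of control where 0% means no effect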
# Target sequence (P11308 whole entry, looked up, the tested form may be a part): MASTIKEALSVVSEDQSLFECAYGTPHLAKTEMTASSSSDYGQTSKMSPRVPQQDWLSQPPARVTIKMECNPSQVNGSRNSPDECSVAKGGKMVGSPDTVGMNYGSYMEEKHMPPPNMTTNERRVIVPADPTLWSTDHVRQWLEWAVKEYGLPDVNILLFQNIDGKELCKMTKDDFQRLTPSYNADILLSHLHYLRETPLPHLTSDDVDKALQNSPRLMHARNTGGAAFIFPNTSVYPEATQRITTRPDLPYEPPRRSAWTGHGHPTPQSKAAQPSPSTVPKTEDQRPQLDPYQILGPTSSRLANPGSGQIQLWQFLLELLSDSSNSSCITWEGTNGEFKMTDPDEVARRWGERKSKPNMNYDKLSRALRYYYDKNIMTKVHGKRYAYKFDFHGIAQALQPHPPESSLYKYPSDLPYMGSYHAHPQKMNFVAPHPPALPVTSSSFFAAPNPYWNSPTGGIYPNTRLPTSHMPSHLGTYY
#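 His-tagged ERG Ets domain (1 uM in the protein solution; 300mM KCl, 50mM Tris-HCl, 1mM EDTA, 1mM DTT, pH 7.5) received compound, then a probe mix of 5 nM fluorescein-DNA and 100nM Texas-615-DNA. Fluorescence polarization was read for both dyes.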
# * = called active by the depositor; i = inactive; ? = inconclusive; . = not tested or not shown; [ ] = dose if it differs, or a comment. Unless noted, calls follow the shape of the dose curve; as a rule, active = well fitted curve in the direction sought with a large enough effect; inconclusive = small, poorly fitted or top-dose-only effect, or another doubt; inactive = no such curve, though single readings can be large; an effect the other way counts as inactive or inconclusive. Potency is read from the fitted curve at half-maximal effect.
# The opening 10 entries, to show the layout:
# Values run as follows: RGS4 inhibitor | 12-LOX inh | HP1b chromo inh | GLS inhibitor | PGK inhibitor | JMJD2A Tudor inh | TrxR1 inh | Pin1 inhibitor | ERG-DNA inh
> COc1ccc2c(c1)c1c(c(=O)n(-c3ccccc3C)c(=O)n1CC(=O)NCc1ccc(C)cc1)n2C
    -29% | -20% | 33% | 1% | i | -11% | 6% | -9% | 1%
> COc1ccc(CC2C(=O)OC(C)(C)OC2=O)cc1
    -3% | ? | 16% | ? | -2% | 35µM* | 13%[57.1 µM] | 19% | -9%
> COc1cc(C(=O)NNC(=S)NC(=O)c2ccccc2C)cc(OC)c1OC
    -52% | -20% | 29% | 22% | -3% | 5% | -3%[11.4 µM] | -4% | -2%
> CC(C)Cn1c(SCC(=O)NC(=O)Nc2ccc3c(c2)OCCO3)nc2ccccc2c1=O
    -8% | 17% | 7% | -1% | . | -10% | 21% | 5% | .
> Cc1cccc(-n2cc(-c3ccccc3)c3c(N4CCC(C)CC4)ncnc32)c1
    14% | -34% | 41%[activator] | -4% | i | -34% | 4%[57.1 µM] | 4% | 0%
> O=C(Cn1cnc([N+](=O)[O-])n1)N/N=C/c1cccc(Cl)c1
    5% | 0% | 38%[activator] | 3% | . | -16% | 3% | 0% | 4%
> Cc1ccc(Cl)cc1N1CCN(C(=O)c2cccc3c(=O)c(C)c(-c4ccccc4)oc23)CC1
    -13% | -26% | -10% | -6% | i | -26% | 27%[57.1 µM] | 0% | 0%
> O=C(/C=C/Nc1ccccc1O)c1ccco1
    -9% | -15% | 6% | -25% | -6% | -28% | 12% | 2% | 4%
> CCCN1CCC(NC(=O)Nc2cccc3ccccc23)CC1
    32% | 12% | 25% | 6% | 10% | -18% | 14% | -3% | 1%
> CCOC(=O)c1cccc(N2C(=O)c3ccccc3S2(=O)=O)c1
    -33% | ? | 44%[activator] | . | -9% | 39%[activator] | 4% | -9% | -4%

# Results, previewed entries included:
# Values run as follows: RGS4 inhibitor | 12-LOX inh | HP1b chromo inh | GLS inhibitor | PGK inhibitor | JMJD2A Tudor inh | TrxR1 inh | Pin1 inhibitor | ERG-DNA inh
> COc1ccc2c(c1)c1c(c(=O)n(-c3ccccc3C)c(=O)n1CC(=O)NCc1ccc(C)cc1)n2C
    -29% | -20% | 33% | 1% | i | -11% | 6% | -9% | 1%
> COc1ccc(CC2C(=O)OC(C)(C)OC2=O)cc1
    -3% | ? | 16% | ? | -2% | 35µM* | 13%[57.1 µM] | 19% | -9%
> COc1cc(C(=O)NNC(=S)NC(=O)c2ccccc2C)cc(OC)c1OC
    -52% | -20% | 29% | 22% | -3% | 5% | -3%[11.4 µM] | -4% | -2%
> CC(C)Cn1c(SCC(=O)NC(=O)Nc2ccc3c(c2)OCCO3)nc2ccccc2c1=O
    -8% | 17% | 7% | -1% | . | -10% | 21% | 5% | .
> Cc1cccc(-n2cc(-c3ccccc3)c3c(N4CCC(C)CC4)ncnc32)c1
    14% | -34% | 41%[activator] | -4% | i | -34% | 4%[57.1 µM] | 4% | 0%
> O=C(Cn1cnc([N+](=O)[O-])n1)N/N=C/c1cccc(Cl)c1
    5% | 0% | 38%[activator] | 3% | . | -16% | 3% | 0% | 4%
> Cc1ccc(Cl)cc1N1CCN(C(=O)c2cccc3c(=O)c(C)c(-c4ccccc4)oc23)CC1
    -13% | -26% | -10% | -6% | i | -26% | 27%[57.1 µM] | 0% | 0%
> O=C(/C=C/Nc1ccccc1O)c1ccco1
    -9% | -15% | 6% | -25% | -6% | -28% | 12% | 2% | 4%
> CCCN1CCC(NC(=O)Nc2cccc3ccccc23)CC1
    32% | 12% | 25% | 6% | 10% | -18% | 14% | -3% | 1%
> CCOC(=O)c1cccc(N2C(=O)c3ccccc3S2(=O)=O)c1
    -33% | ? | 44%[activator] | . | -9% | 39%[activator] | 4% | -9% | -4%
> CC1(OC(=O)CCc2ccccc2)C(=O)C=C2C=C3CCCN3C=C2C1=O (centres undefined)
    -36% | -25% | -9% | -20% | -3% | 56µM* | -13%[57.1 µM] | ? | -2%
> COc1ccc(NC(=O)CS(=O)CC(=O)N2CCN(C3CCCC3)CC2)cc1 (centres undefined)
    15% | -1% | 47%[activator] | 1% | 3% | 0% | 2% | 2% | 8%
> CCCCOc1nc(N)nc(-c2ccccc2)n1
    -22% | 0% | 50% | 1% | -7% | -12% | 1% | 3% | -2%
> OCC[C@@H]1C[C@H](O)[C@@H](O)[C@]2(Cc3ccccc3CCO2)O1
    -5% | 23% | 44%[activator] | -6% | -1% | -8% | 12% | -4% | -19%
> O=C(COC(=O)C1CC2CCCC(C1)C2=O)Nc1cccc(F)c1 (centres undefined)
    14% | -1% | 36% | 17% | -9% | -5% | 12% | -1% | .
> CCn1c(=S)sc2c(=O)n(CC(=O)Nc3ccc(C(C)=O)cc3)c(C)nc21
    -4%[56.9 µM] | ? | 59%[activator] | 3% | -1% | -9% | 5% | 0% | 0%
> COC(=O)CCN(C(=O)C1C2CC3CC(C2)CC1C3)c1ccccn1 (centres undefined)
    -1% | 28% | 18% | 3% | -5% | -15% | 15%[57.1 µM] | 4% | -7%
> CCCCC(CC)C1OCC(C[N+]2(C)CCOCC2)O1 (centres undefined)
    0% | ? | 9% | 3% | -4% | 0% | -5% | 6% | -5%
> COc1ccc(C(=O)COC(=O)COc2cc(C)cc(C)c2)cc1
    16% | ? | 24% | 14% | -1% | 52%[activator] | -12% | 3% | -1%
> COC(=O)C1CCN(C(=O)C2CCCCC2)CC1
    13% | -17% | 10% | -3% | -6% | -1% | 17% | -2% | -9%
> O=C(c1cc(COc2cccc(C(F)(F)F)c2)on1)N1CCC(c2ccncc2)CC1
    -16% | . | 20% | 1% | 6% | -6% | -7% | ? | 3%
> O=Cc1ccc(C(=O)OCC(=O)N2CCCC2)cc1
    -9% | 0% | 29% | -1% | 13% | 5% | 1%[57.1 µM] | -3% | -3%
> Cc1c(N2C(=O)C3C4C=CC(C5CC45)C3C2=O)c(=O)n(-c2ccccc2)n1C (centres undefined)
    12% | ? | -1% | 8% | -5% | -9% | 31% | -6% | -5%
> CC(C)c1ccc(N(C(=O)c2ccco2)C(C(=O)NC2CCCC2)c2cccnc2)cc1 (centres undefined)
    -6% | -45% | 24% | -3% | 6% | -14% | -16% | -1% | -2%
> NC(=O)c1nsc(C(=O)N(CCc2ccccc2)C(C(=O)NC2CCCC2)c2ccco2)c1N (centres undefined)
    -7% | -17% | 22% | -14% | i[11.5 µM] | -4% | 12% | -3% | .
> O=C(Nc1cc(Cl)ccc1N1CCOCC1)c1ccncc1
    -15% | -12% | 23% | -3% | -2% | -23% | 22% | -10% | -6%
> O=C(CC12CC3CC(CC(C3)C1)C2)NCC(=O)N1CCCC1
    2% | 0% | 21% | 0% | -4% | -4% | 4% | -4% | 4%
> COC(=O)c1ccc(Sc2ccc(C)cc2)c(N)c1
    -18% | ? | 41%[activator] | -24% | -6% | 63%[activator] | -5%[11.4 µM] | -1% | -1%
> Cc1ccc2nc(-c3cccc(Br)c3)cc(C(=O)NC3=NCCS3)c2c1
    -12% | 3% | 21% | -29% | -4% | -25% | 36%[activator][57.1 µM] | 1% | -3%
> Cn1c(CNC(=O)CNS(=O)(=O)c2ccc(Cl)cc2)cc(=O)n(C)c1=O
    -35%[56.9 µM] | 6% | 12% | -12% | -7% | -21% | 10%[57.1 µM] | -9% | -2%
> O=C(Nc1nnc(SCCN2CCOCC2)s1)C1CC(=O)N(c2ccccc2)C1 (centres undefined)
    -12% | i | 36% | 3% | 6% | -17% | 7% | 0% | 8%
> Cc1ccnc(NS(=O)(=O)c2ccc(NC(=O)/C=C/c3ccccc3)cc2)n1
    29% | -1% | 6% | -15% | 1% | -10% | -7% | -4% | -6%
> CC(=O)N(C(C)=O)n1c(/C=C/c2ccc([N+](=O)[O-])cc2)nc2ccccc2c1=O
    12% | -25% | 30% | -24% | 2% | -15% | -49% | 10% | -6%
> O=C(c1noc2c1CCCC2)N1CCN(c2ccc(F)cc2)CC1
    19% | 3% | 2% | 11% | -4% | -21% | 10% | 1% | 0%
> Cc1nn(C(C)(C)C)c(N)c1-c1ccccc1
    5% | 10% | 16% | 7% | -7% | -16%[57.1 µM] | ? | -6% | 1%
> Nc1ccc(N2CCCCC2)c(Cl)c1
    -15% | -12% | -32% | 46%[activator] | -7% | -34% | 7%[57.1 µM] | -6% | 2%
> COc1cc2c(cc1OC)n(CC(=O)c1cc(C)ccc1C)c(=O)n1nc(CCn3nc(C)cc3C)nc21
    3% | -10% | 5% | 3% | -6% | -18% | -12%[57.1 µM] | 0% | 5%
> COc1ccccc1C1(O)CCN(CC(=O)Nc2nc(-c3ccccc3)cs2)CC1
    -34% | 1% | 5% | -8% | 0% | -34% | 16%[57.1 µM] | 16% | -1%

# A portion of the library. The share of hits here may be higher or lower than overall.
